# aSyn rescue = rescues yeast growth from alpha-synuclein toxicity. Yeast expressing alpha-synuclein, growth rescue, BacTiter-Glo, 24 h. Potency, µM (top dose mostly 46.1 µM), inactives show at the top dose growth rescue (activation), usual class: activators. AID 652106. 370,000 compounds, 0.14% hits; further: potency means the concentration at half of the fitted maximal effect; % of control where 0% means no effect; nearly all actives have a fitted effect of over 65% in size
#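 Screening used galactose-induced yeast with toxic alpha-synuclein levels, exposed to compound for 24 hr at 30 deg C. Cell growth, read with BacTiter-Glo luminescence, gave the measured signal.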
# FUS suppressor = rescues growth of FUS-expressing yeast; S. cerevisiae FUS-expressing, growth rescue, OD600, 24 h; Potency, µM (titrated, usually from 76.6 µM), inactives show top-dose growth rescue (activation), usual class: activators; 390,000 compounds, 0.24% hits; AID 1347120;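 further: potency means the concentration at half of the fitted maximal effect; plate controls were DMSO vehicle for no effect and reference control for full effect; nearly all actives have a fitted effect of over 55% in size; some results filed as inactive show a strong effect at the top dose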
#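 Galactose (2%) drives FUS expression in yeast precultured in raffinose; seeding density OD 0.005. Test compounds incubated 24hr at 30C and 99% humidity before absorbance at 600 nm was measured.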
# EPAC2 agonist = agonists of human EPAC2 (RAPGEF4); EPAC2 activation, biochemical qHTS; response scale: 100% = 6.5 mM cAMP response; AID 720711; Potency, µM (series often up to 154 µM), inactives show at the highest dose activation, actives largely listed as activators; 360,000 compounds, 0.079% hits; Q8WZA2; further: potency means the concentration at half of the fitted maximal effect; nearly all actives have a fitted effect of over 50% in size
#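 In this primary screen, activation is scored as increased exchange of BODIPY-GDP from Rap1B by 100 nM EPAC2, with 50 uM GDP as competitor. Signal is normalized to the 6.5 mM cAMP agonist control.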
# TDP-43 yeast inh = rescues yeast growth from TDP-43 toxicity; TDP-43 expressing yeast growth rescue, BacTiter-Glo, 24 h; Potency, µM (top dose mostly 46.1 µM), for the others: at the highest dose growth rescue (activation), usual class: activators; 410,000 compounds, 1.8% hits; further: potency means the concentration at half of the fitted maximal effect; % of control where 0% means no effect; nearly all actives have a fitted effect of over 50% in size
#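 In this qHTS, compounds that restore growth of yeast expressing TDP-43 appear as activators. Cells (OD600=0.02, galactose medium, raffinose-pregrown) are incubated with compound 24 hr at 30 deg C and growth is quantified by BacTiter-Glo.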
# EPAC2 antagonist = antagonists of human EPAC2; Q8WZA2; EPAC2 GEF exchange of Rap1B-BODIPY-GDP, fluorescence; 360,000 compounds, 0.18% hits; Potency, µM (series often up to 114 µM), for inactives: at the top dose activity, negative = inhibition, hits mostly inhibitors; AID 720708; further: potency means the concentration at half of the fitted maximal effect; on the % scale 0 is the no-effect control and ±100 the full control effect; nearly all actives have a fitted effect of over 45% in size; many of its hits are not listed in these tables
# Abeta rescue = restores growth of yeast expressing A-beta42 peptide. yeast expressing A-beta42, growth rescue, OD600, 48 h; response scale: 0% DMSO, 100% iron-clioquinol control. Potency, µM (highest dose often 46.1 µM), without a hit: top-dose growth rescue, actives largely listed as activators. 410,000 compounds, 0.063% hits; further: potency means the concentration at half of the fitted maximal effect; nearly all actives have a fitted effect of over 55% in size
#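 Yeast growth medium received pinned compounds, then yeast cells expressing toxic A-beta were added; plates incubated at 30 C for 48 hr. Growth read as absorbance at 600 nm, normalized to DMSO and equimolar FeCl3 plus clioquinol controls.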
# DRD3 antagonist = blocks the human D3 dopamine receptor; 360,000 compounds, 2.5% hits; D3R cells, DiscoveRx beta-arrestin luminescence, antagonist mode; active compounds read low; max response, negative = inhibition, %; in the data active means max response below about -50%; inconclusive means no clear call, values can overlap the other calls; further: on the % scale 0 is the no-effect control and ±100 the full control effect; mostly tested at two doses, the higher about 12 µM
# Target sequence (P35462 whole entry, looked up): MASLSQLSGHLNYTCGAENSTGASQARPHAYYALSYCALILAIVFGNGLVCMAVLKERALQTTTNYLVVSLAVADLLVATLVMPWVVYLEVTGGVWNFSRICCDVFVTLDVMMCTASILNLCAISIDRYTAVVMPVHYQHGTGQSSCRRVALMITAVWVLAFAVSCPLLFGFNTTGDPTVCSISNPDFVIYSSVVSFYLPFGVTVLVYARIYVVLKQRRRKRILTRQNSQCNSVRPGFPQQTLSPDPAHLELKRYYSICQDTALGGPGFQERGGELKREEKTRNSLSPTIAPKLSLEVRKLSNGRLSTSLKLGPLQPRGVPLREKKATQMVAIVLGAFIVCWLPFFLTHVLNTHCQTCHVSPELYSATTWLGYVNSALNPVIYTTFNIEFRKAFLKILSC
#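 Cells expressing the human receptor were seeded at 1500 cells/well, incubated overnight at 37 degrees C in 5% CO2, then exposed to library compounds with dopamine controls for 90 minutes at 37 degrees C before luminescent detection.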
# D3 ag = D3 dopamine receptor (human) agonism | P35462 | D3R DiscoveRx beta-arrestin cells, luminescence, 90 min | max activation, % | 410,000 compounds, 0.58% hits | AID 652048; in the data active means max activation above about 30%; further: 0% is about no effect; mostly tested at two doses, the higher about 12 µM
#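 Agonist mode: compounds and dopamine controls were applied to plated cells for 90 min at 37 degrees C after an overnight attachment at 1500 cells/well. Luminescent read-out followed 30 - 60 minutes at room temperature with DiscoveRx detection reagent.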
# Starred values were filed as active, the others as inactive; ? = inconclusive; nt = no result given; & = joins results of further samples; [ ] = remark or other dose. Unless noted, the call rests on the fitted dose curve; in most records, active means well fitted curve in the direction sought with a large enough effect; inconclusive means small, poorly fitted or top-dose-only effect, or another doubt; inactive means no such curve, though single readings can be large; an effect the other way counts as inactive or inconclusive. These rows are one share of the data (hit frequency here may not be typical).
SMILES,aSyn rescue,FUS suppressor,EPAC2 agonist,TDP-43 yeast inh,EPAC2 antagonist,Abeta rescue,DRD3 antagonist,D3 ag
C=CCOC(=O)Nc1nc(CCNC(=O)OCc2ccccc2)c(C(=O)OC)s1,0%,16%,-6%,3%,1%,-4%,7,3
CN1C(=O)[C@H]2[C@@H](c3ccc(C(F)(F)F)cc3)N[C@]3(CCCN(Cc4ccc(Cl)cc4)C3=O)[C@H]2C1=O,2%,14%,-7%,0%,-30%,?,22,8
COCCN(C(=O)COC(=O)/C=C/c1ccccc1Cl)c1c(N)n(Cc2ccccc2)c(=O)[nH]c1=O,-12%,15%,-8%,-5%,7%,13%,-1,1
COc1ccc(Cc2nc3ccc(C(=O)N4CCCC4)cc3o2)cc1,-3%,8%,9%,13%,13%,5%,-3,2
Cc1cc(-c2ccccc2)nc(Nc2nc3c(C)cccc3c(=O)[nH]2)n1,-5%,9%,1%,-4%,-2%,8%,21,1
COc1ccc(-c2cc(C(=O)Nc3ccc4c(c3)OCO4)no2)cc1OC,1%,1%&-17%,15%,0%&21%,3%,-3%&0%,10,-36&-5
CC[n+]1c(/C=C/Nc2ccccc2)oc2ccc(OC)cc21,1%,-2%,-2%,1%,-8%,2%,2,-3
CSc1nnc(CNS(=O)(=O)c2ccc(F)cc2)n1C,-2%,-5%,-1%,-17%,5%,1%,7,2
O=C(CCc1ccc(O)cc1)NN=Cc1ccc2c(c1)OCO2,3%,-28%,-4%,26%,0%,11%,8,-3
CC(C)C(NS(=O)(=O)c1cccs1)C(=O)NCc1ccc2c(c1)OCO2 (stereo unspecified),3%,0%,9%,20%,0%,-12%,1,11
COc1ccc(C(=O)COC(=O)c2cccs2)cc1,-7%,-1%,16%,26%,-26%,-16%,-23,0
CN(C(=O)c1cccc(NC(=O)Cc2ccc(NC(=O)C3CCCN(C(=O)c4ccccc4)C3)cc2)c1)C1CCC1 (stereo unspecified),18%,37%,11%,16%,1%,5%,22,-4
Cc1ccccc1NC(=O)CN1C(=O)COc2ccc(Cl)cc21,0%,-14%,8%,12%,0%,7%,-1,-5
CCN(Cc1ccccc1)C(=S)NC(=O)c1ccccc1Br,12%,8%,3%,24%,-7%,10µM*,-6,1
CCOC(=O)N1CCC(=NNC(=O)COc2cccc(C)c2)CC1,0%,nt,9%,-7%,7%,-9%,-17,-10
COc1cccc(C2C(C(=O)Nc3ccccc3)=C(C)Nc3nc(-c4ccccc4)nn32)c1OC (stereo unspecified),nt,?,nt,1%,nt,-5%,nt,-11
CCC1Oc2ccccc2N(CC(=O)Nc2ccc3c(c2)OCCO3)C1=O (stereo unspecified),3%,23%,6%,0%,-1%,17%,-6,18
Cc1cc(=O)oc2cc(OC(C)C(=O)N3CCOCC3)ccc12 (stereo unspecified),1%,18%,3%,17%,-2%,-10%,?,-5
COc1ccc(CNC(=O)/C=C/c2ccc(S(=O)(=O)NCc3ccco3)cc2)cc1OC,-1%,?,9%,7%,4%,3%,12,-3
O=C(C1=C[C@@H](c2ccccc2)C[C@@H](OCCCCO)O1)N1CCN(Cc2ccc3c(c2)OCO3)CC1,3%,-4%,1%,?,17%,4%,17,-22
CCN1CCN(S(=O)(=O)c2ccc(Cl)c(C(=O)NC3CCCC3)c2)CC1,2%,2%,0%,2%,3%,-1%,-6,5
FCCCOc1ccc(-c2nccc(-c3ccc(Br)cc3)n2)cc1,3%,-12%,4%,0%,1%,4%,6,1
CC[N+](CC)(CC(=O)Nc1c(C)cccc1C)Cc1ccccc1,9%,-18%,-2%,22%,-9%,-10%,13,-9&2
Cc1ccc(NC(=O)COC(=O)CN2C(=O)C3CCCCC3C2=O)cc1S(=O)(=O)N1CCOCC1 (stereo unspecified),7%,16%,2%,3%,2%,12%,12,1
COc1c(OC(C)=O)ccc(/C=C/c2ccc3cccc(OCc4ccccc4)c3n2)c1[N+](=O)[O-],3%,11%,3%,20%,0%,6%,19,-3
COCCCNC(=O)C12CCC(C)(C(=O)C1)C2(C)C (stereo unspecified),1%,-8%,-2%,8%,2%,10%,13,2
CC(C)[C@H]1COCCS(=O)(=O)N1Cc1ccccc1-c1ccc(F)cc1,4%,38%,13%,?,?,-12%,-24,-8
Cc1ccc(NC(=O)CSc2nc3ccc(Br)cc3[nH]2)c(C)c1,nt,4%,nt,-1%,nt,-23%,nt,2
COc1ccc(C)cc1S(=O)(=O)N1c2ccc(C)cc2C2CN(C)CCC21 (stereo unspecified),-7%,30%,5%,-19%,-6%,-2%,-5,-11
O=C(CSc1nnc2ccc(-c3ccc(F)cc3)nn12)N1CCOCC1,1%,0%,-3%,12%,6%,1%,25,4
CN(C(=O)c1cccnc1)c1nnc(-c2cnccn2)s1,-1%,7%,6%,2%,4%,4%,-14,1
Oc1ccc(C[C@H]2CNC(=S)N2CC2CCCN2C[C@H](Cc2ccccc2)N2C[C@H](Cc3ccc(O)cc3)N(CC3CCCCCC3)C2=S)cc1 (stereo partly specified),-53%[inhibitor],?,9%,-4%,3%,-17%,11,-21
CC#CCN1c2ccccc2[C@]23C[C@@H](C(=O)OC)N(C(=O)NCCBr)C2=NC(C(=O)OC)=C(C(=O)OC)[C@H]13,0%,6%,6%,12%,-3%,-1%,21,8
COc1ccccc1/C=N/NC(=O)C(=O)N1CCN(c2ccccc2OC)CC1,5%,nt,1%,16%,1%,3%,7,5
COc1ccc(C(=O)NCC2CCCCC2)cc1S(=O)(=O)N1CCCC1,6%[1.84 µM],15%,-4%,5%,-3%,8%,5,-3
O=S(=O)(Nc1ccc(N2CCOCC2)cc1)c1ccc2ccccc2c1,17%,nt,21%,?,-7%,-10%,1,3
COc1ccc(C(=O)Oc2cccc(Nc3ncnc4ccccc34)c2)cc1OC,-3%,nt,6%,5%,10%,7%,41,13
CCCCOc1ccc(NC(=O)[C@@H]2CCCN2C(=O)C2CCN(S(=O)(=O)c3ccc(C)cc3)CC2)cc1,-1%,4%,-4%,6%,-3%,19%,11,-3
O=C(Nc1ccccc1Cl)Nc1ccnn1C1CCN(C(=O)C2CCOC2)CC1 (stereo unspecified),2%,0%,3%,11%,9%,10%,20,5
COc1ccc(NC(=O)CN(C)C(=O)c2ccc(NS(=O)(=O)c3ccc4[nH]c(=O)[nH]c4c3)cc2)cc1,-6%,14%,3%,0%,-10%,19%,2,3

# Twelve structures from above, sorted by molar mass, ascending.
SMILES,aSyn rescue,FUS suppressor,EPAC2 agonist,TDP-43 yeast inh,EPAC2 antagonist,Abeta rescue,DRD3 antagonist,D3 ag
COCCCNC(=O)C12CCC(C)(C(=O)C1)C2(C)C (stereo unspecified),1%,-8%,-2%,8%,2%,10%,13,2
CC[N+](CC)(CC(=O)Nc1c(C)cccc1C)Cc1ccccc1,9%,-18%,-2%,22%,-9%,-10%,13,-9&2
O=S(=O)(Nc1ccc(N2CCOCC2)cc1)c1ccc2ccccc2c1,17%,nt,21%,?,-7%,-10%,1,3
O=C(CSc1nnc2ccc(-c3ccc(F)cc3)nn12)N1CCOCC1,1%,0%,-3%,12%,6%,1%,25,4
FCCCOc1ccc(-c2nccc(-c3ccc(Br)cc3)n2)cc1,3%,-12%,4%,0%,1%,4%,6,1
COc1ccccc1/C=N/NC(=O)C(=O)N1CCN(c2ccccc2OC)CC1,5%,nt,1%,16%,1%,3%,7,5
CCN1CCN(S(=O)(=O)c2ccc(Cl)c(C(=O)NC3CCCC3)c2)CC1,2%,2%,0%,2%,3%,-1%,-6,5
COc1ccc(C(=O)Oc2cccc(Nc3ncnc4ccccc34)c2)cc1OC,-3%,nt,6%,5%,10%,7%,41,13
Cc1ccc(NC(=O)COC(=O)CN2C(=O)C3CCCCC3C2=O)cc1S(=O)(=O)N1CCOCC1 (stereo unspecified),7%,16%,2%,3%,2%,12%,12,1
CCCCOc1ccc(NC(=O)[C@@H]2CCCN2C(=O)C2CCN(S(=O)(=O)c3ccc(C)cc3)CC2)cc1,-1%,4%,-4%,6%,-3%,19%,11,-3
CC#CCN1c2ccccc2[C@]23C[C@@H](C(=O)OC)N(C(=O)NCCBr)C2=NC(C(=O)OC)=C(C(=O)OC)[C@H]13,0%,6%,6%,12%,-3%,-1%,21,8
Oc1ccc(C[C@H]2CNC(=S)N2CC2CCCN2C[C@H](Cc2ccccc2)N2C[C@H](Cc3ccc(O)cc3)N(CC3CCCCCC3)C2=S)cc1 (stereo partly specified),-53%[inhibitor],?,9%,-4%,3%,-17%,11,-21

# Next section.
SMILES,aSyn rescue,FUS suppressor,EPAC2 agonist,TDP-43 yeast inh,EPAC2 antagonist,Abeta rescue,DRD3 antagonist,D3 ag
CCO[C@@H]1OC(C(=O)NC2CC2)=C[C@H](c2ccc(C(F)(F)F)cc2)[C@H]1CCCO,1%,17%,-6%,11%,-16%,7%,3,-22
Cc1cc(C)cc(NC(=O)Cn2nnc(-c3ccccc3F)n2)c1,nt,?,nt,7%,nt,-4%,nt,-2
CCN(C(=O)CSc1nnc(-c2ccco2)n1C)c1c(N)n(Cc2ccccc2)c(=O)[nH]c1=O,-7%,nt,-3%,?,7%,6%,-17,0
CC(=O)OC(C)(C)C1Cc2cc3ccc(=O)oc3cc2O1 (stereo unspecified),13%,-16%,-4%,15%,-3%,-13%,4,20
CCCCN1C(=S)NC[C@@H]1Cc1ccc(O)cc1,0%,-7%,0%,4%,-3%,7%,14,15
Cc1cc(Br)ccc1NC(=S)NCCc1ccccc1,8%,-1%,-4%,?,-14%,11µM*,1,0
Cc1nc(SCC(=O)Nc2c(C)nn(C)c2C)c2cnn(-c3ccccc3)c2n1,5%,7%,1%,16%,2%,6%,25,-1
Cn1cc(/C=C/C(=O)N2CCCC(C(=O)c3cccc(C(F)(F)F)c3)C2)cn1 (stereo unspecified),1%,13%,9%,-7%,0%,0%,-3,-1
N#Cc1ccccc1OCc1cn(CC(=O)c2ccc(O)cc2)nn1,0%,18%,10%,4%,23%,-20%,-73*,-12
CC1Cc2ccccc2N1S(=O)(=O)c1nnc(NC(=O)c2ccccc2)s1 (stereo unspecified),nt,3%,nt,16%,nt,1%,nt,-11
CCOc1ccc(CSC2=NCCN2)cc1Cl,?,2%,7%,-4%,-2%,9%,-25,-7
O=C(CSc1nc2ccccc2o1)N1c2ccccc2Sc2ccc(C(F)(F)F)cc21,1%,nt,10%,0%,-9%,6%,0,3

# Bioassay records: PubChem BioAssay, National Center for Advancing Translational Sciences (NCATS)
